Bioassay records: PubChem BioAssay, several laboratories
FBA Mtb inh = inhibits M. tuberculosis FBA enzyme. purified M. tuberculosis FBA, fluorescence read-out. P9WQA3. AID 588726. hit rate 2.3% among 360,000. inhibition, % at 1 µM; in the data active means inhibition above about 27%;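 further: 0% = vehicle and 100% = reference inhibitor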
Target sequence (P9WQA3 whole entry, looked up): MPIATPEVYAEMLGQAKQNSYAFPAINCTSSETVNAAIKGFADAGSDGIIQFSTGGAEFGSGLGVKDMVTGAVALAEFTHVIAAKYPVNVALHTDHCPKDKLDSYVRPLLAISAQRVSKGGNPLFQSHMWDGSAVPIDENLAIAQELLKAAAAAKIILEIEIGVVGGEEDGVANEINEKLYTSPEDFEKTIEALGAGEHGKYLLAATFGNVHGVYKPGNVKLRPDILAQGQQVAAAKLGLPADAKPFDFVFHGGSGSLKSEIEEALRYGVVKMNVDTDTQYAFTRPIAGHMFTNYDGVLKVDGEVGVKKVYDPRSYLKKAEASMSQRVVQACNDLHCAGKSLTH
PrPC surface inh = inhibitors of human cell surface prion protein PrPC; P04156; hit rate 0.43% among 370,000; TR-FRET read-out; inhibition, % at 13.8 µM; in the data active means inhibition above about 24%; further: 0% = median of the test wells and 100% = reference compound wells
MazEF act = increases E. coli MazEF RNase cleavage of RNA | P0AE70 | FAM/BHQ RNA-DNA oligo cleavage fluorescence, 5 h | activation, % at 20 µM | hit rate 0.32% among 350,000 | AID 504720; in the data active means activation above about 50%
Target sequence (P0AE70 whole entry, looked up): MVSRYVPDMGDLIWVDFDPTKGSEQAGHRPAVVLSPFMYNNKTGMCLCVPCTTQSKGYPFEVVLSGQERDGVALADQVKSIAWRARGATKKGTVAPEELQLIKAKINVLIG
FadD28 binding = blocks FadD28 binding to the bisubstrate probe. hit rate 0.22% among 360,000. fluorescence polarization. inhibition, % at 12.5 µM; in the data active means inhibition above about 8.5%, passing the limit was not always enough; inconclusive means no clear call, values can overlap the other calls
Rv3671c inh = inhibitors of M. tuberculosis serine protease Rv3671c | hit rate 0.048% among 320,000 | inhibition, % at 5.96 µM | AID 2606; in the data active means inhibition above about 38%;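 further: extracellular domain of Rv3671c used as enzyme; 0% = enzyme with DMSO and 100% = no enzyme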
Mtb UGM inh = inhibitors of M. tuberculosis UDP-galactopyranose mutase. P9WIQ1. purified UGM, fluorescence polarization probe displacement. inhibition, % at 10 µM. hit rate 0.06% among 320,000; in the data active means inhibition above about 10%, passing the limit was not always enough; inconclusive means no clear call, values can overlap the other calls
Target sequence (P9WIQ1 whole entry, looked up): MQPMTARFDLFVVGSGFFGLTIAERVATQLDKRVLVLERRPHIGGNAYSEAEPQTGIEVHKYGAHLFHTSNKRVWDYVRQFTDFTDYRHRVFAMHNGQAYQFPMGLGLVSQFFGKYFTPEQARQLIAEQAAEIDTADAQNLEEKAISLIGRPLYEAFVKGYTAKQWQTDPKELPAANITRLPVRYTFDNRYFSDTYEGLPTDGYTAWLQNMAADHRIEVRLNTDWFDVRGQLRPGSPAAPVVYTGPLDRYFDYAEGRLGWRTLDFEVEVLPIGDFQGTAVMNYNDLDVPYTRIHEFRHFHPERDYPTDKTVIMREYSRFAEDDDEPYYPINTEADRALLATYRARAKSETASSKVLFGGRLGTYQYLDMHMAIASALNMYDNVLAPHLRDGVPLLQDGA
BioA inh = blocks M. tuberculosis BioA enzyme activity; purified M. tuberculosis BioA enzyme, plate reader; inhibition, % at 9.99 µM; hit rate 0.096% among 360,000; AID 602481; in the data active means inhibition above about 40%; inconclusive means no clear call, values can overlap the other calls
GDH-TPI inh = counter-screen for M. tuberculosis FBA inhibitors: GDH-TPI coupled enzymes; GDH-TPI coupled enzyme counterscreen, NADH absorbance; AID 588335; inhibition, % at 4.8 µM; hit rate 1.2% among 360,000; in the data active means inhibition above about 30%;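 further: 0% = DMSO wells and 100% = wells lacking the enzyme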
BoNT F protease = blocks Botulinum neurotoxin F light chain protease. Multiplex microsphere protease cleavage assay, flow cytometry. inhibition, % at 10 µM. hit rate 0.22% among 360,000. AID 588497; in the data active means inhibition above about 35%, passing the limit was not always enough; inconclusive means no clear call, values can overlap the other calls; further: plate controls were buffer without enzyme for full effect and enzyme alone for no effect
Numbers without * were called inactive; ? = inconclusive; · = not tested or not shown. Compounds as they come, and some 4.8% of all compounds hit somewhere here.

SMILES	FBA Mtb inh	PrPC surface inh	MazEF act	FadD28 binding	Rv3671c inh	Mtb UGM inh	BioA inh	GDH-TPI inh	BoNT F protease
C=C(C)c1cccc(C(C)(C)NC(=O)N2CCN(c3ccccc3OC)CC2)c1	-2.5	4.5	-1.9	-1.3	-8.5	-4.0	·	7.0	-1.2
CC(C)Cn1c(N)c(C(=O)COC(=O)c2cccc(F)c2)c(=O)n(C)c1=O	6.5	-0.9	0.9	-2.8	·	·	·	-0.3	-4.3
Cc1ccc2cccc(Oc3ncnc4scc(-c5ccccc5)c34)c2n1	-4.0	0.4	-7.4	-3.7	-2.4	0.8	1.8	-5.2	-5.0
COc1ccc(C(=O)OCC(=O)NC(=O)NC2CCCC2)cc1OC	2.0	0.3	-8.0	1.3	-4.8	1.2	3.5	-4.0	-0.8
CC(=O)Oc1cc(C(C)C)c(OCCN(C)C)cc1C	-3.5	-6.3	-2.9	-0.8	3.1	2.2	-0.3	6.7	-4.0
CCC(=O)N1CCc2cc(S(=O)(=O)CCC(=O)NCc3ccc4c(c3)OCO4)ccc21	-0.9	-1.6	-5.1	-2.8	-2.0	1.4	0.6	9.8	9.0
CCc1nc2ccccc2c(=O)n1/N=C/c1ccc(OC)cc1	-1.7	5.0	-9.2	-0.8	2.7	2.1	·	5.7	?
CC(=O)c1ccc(N2C(=NC(=O)C3CCCO3)SC3CS(=O)(=O)CC32)cc1 (stereo unspecified)	0.7	-7.4	2.2	0.7	-1.0	-3.0	-0.3	6.3	1.2
CC(Sc1ccc(Cl)cc1)C(=O)NNC(=O)c1ccccc1O (stereo unspecified)	3.1	-4.9	4.8	-0.9	1.3	1.0	1.8	4.5	-7.5
O=C(Nc1cccc2ncccc12)c1ccc(Br)c([N+](=O)[O-])c1	2.6	-30.6	12.0	-1.5	0.8	-2.5	·	-1.9	0.2
CC(C)Cn1c(=O)c2c(c3ccccc31)OC(C)C(=O)N2 (stereo unspecified)	3.2	-4.7	-13.8	0.6	·	·	·	6.7	-9.4
Cc1nc(C)c(C(=O)OCC(=O)N(C)c2ccccc2)s1	-0.6	2.6	2.2	0.2	·	·	-0.3	-5.3	5.5
O=C(CN1CCC(O)(c2ccc3c(c2)OCO3)CC1)NC1CCCCC1	-4.6	3.1	2.0	0.1	-5.9	0.5	-2.0	4.9	1.4
Cc1cccc(C)c1NC(=O)C1CC2CCC1C2 (stereo unspecified)	-2.1	-3.2	8.2	-3.2	13.5	5.7	-0.8	11.7	?
Cc1ccc(NC(=O)CCC(=O)c2cc(C)sc2C)nc1	-0.7	3.0	-2.9	0.1	-0.9	·	·	2.4	-17.7
O=C1CC(NNC(=O)c2ccc(Br)cc2)C(=O)N1 (stereo unspecified)	2.8	0.2	-8.2	-0.2	4.5	0.1	-0.9	-3.8	42.8*
COCCCNC(=O)CN(c1cc(OC)ccc1OC)S(=O)(=O)c1ccccc1	-1.3	-1.5	-0.7	-1.4	7.5	-1.5	1.0	-2.7	-8.3
CSc1ccccc1NC(=O)CN(C)C(=O)C1CC(=O)N(C(C)c2ccccc2)C1 (stereo unspecified)	0.3	-0.2	-0.7	-1.9	2.9	-2.6	0.2	-1.1	0.7
O=C(CSc1nnnn1-c1ccc2c(c1)OCCO2)N1CCN(C(=O)c2ccco2)CC1	-1.9	4.0	4.8	-0.7	-1.9	-2.3	·	-2.1	-2.9
NC(=O)c1ccc2c(c1)S(=O)(=O)c1ccccc1C2=O	5.0	-23.8	-2.9	-0.5	-5.1	2.6	-1.7	2.6	-10.8
Cc1cccc(NC(=O)CSc2cc(C(=O)c3nccn3C)c3ccccc3n2)c1	1.0	7.8	9.5	-1.3	6.0	2.1	·	12.6	-9.9
O=C(CN1C(=O)NC2(CCCCCC2)C1=O)Nc1cccc(F)c1	2.2	5.2	5.4	-2.0	2.7	4.8	0.7	2.2	5.6
COc1cccc(Cn2nnc(C(=O)NCc3ccccc3Cl)c2N)c1	2.3	-5.3	-18.9	-3.6	13.3	-6.3	0.3	1.0	-13.2
CC1(C)C2([N+](=O)[O-])CN3CC1([N+](=O)[O-])CN(C2)C3c1ccc(O)c(O)c1 (stereo unspecified)	-0.9	0.2	3.1	-0.6	-0.1	0.7	·	3.8	-1.6

Copied from above (2 entries):
SMILES	FBA Mtb inh	PrPC surface inh	MazEF act	FadD28 binding	Rv3671c inh	Mtb UGM inh	BioA inh	GDH-TPI inh	BoNT F protease
COc1cccc(Cn2nnc(C(=O)NCc3ccccc3Cl)c2N)c1	2.3	-5.3	-18.9	-3.6	13.3	-6.3	0.3	1.0	-13.2
CC1(C)C2([N+](=O)[O-])CN3CC1([N+](=O)[O-])CN(C2)C3c1ccc(O)c(O)c1 (stereo unspecified)	-0.9	0.2	3.1	-0.6	-0.1	0.7	·	3.8	-1.6

Next structures follow:
SMILES	FBA Mtb inh	PrPC surface inh	MazEF act	FadD28 binding	Rv3671c inh	Mtb UGM inh	BioA inh	GDH-TPI inh	BoNT F protease
c1cc2c3c(cccc3c1)C(N1CCOCC1)=N2	-2.2	-15.2	-51.7	-0.1	8.3	1.2	-3.1	7.0	?
CN1C(=O)C(=Cc2ccccc2OS(=O)(=O)c2ccccc2)C(=O)N(C)C1=O	0.7	-0.1	-9.6	-1.6	-9.2	-2.0	-0.3	1.7	-2.0
CCN1C(=O)[C@H]2[C@H]3CN=C(SCc4ccc(C#N)cc4)N3[C@@](CC)(C(=O)OC)[C@H]2C1=O	-1.6	-4.2	9.2	-3.1	·	·	-1.2	0.0	-8.2
C(CCc1nn[nH]n1)CCC1CCCCC1	-0.8	7.5	-1.0	-10.3	·	·	·	-7.8	-4.1
CC(C)CNC(=O)C1(C)CCCN1C(=O)c1cccnc1 (stereo unspecified)	0.8	4.5	·	-1.8	·	·	1.2	-2.6	2.6
O=C(Nc1ccc2c(c1)OCO2)N1CCN(Cc2ccco2)CC1	1.6	14.9	6.7	-2.3	-8.1	-1.6	·	8.9	-3.3
CC(NC(=O)c1ccccc1F)c1nnc(SCC(=O)Nc2nnc(C3CC3)s2)n1C (stereo unspecified)	3.6	-4.3	7.2	0.0	12.9	·	-6.1	1.1	·
N#CCCCN1C(=O)C(O)(CC(=O)c2ccc3c(c2)OCCO3)c2ccccc21 (stereo unspecified)	-0.5	3.7	1.9	-0.3	4.1	0.0	-1.1	-1.4	-3.5
O=C(COc1ccc(Br)cc1)N1CCCCCC1	-2.5	-1.2	-14.5	-3.4	1.0	-3.8	-1.8	-0.6	2.1
Cc1ccc2[nH]c(CNC(=O)C3CCCCC3)cc2c1	7.1	-5.3	-3.0	0.5	·	-2.0	1.4	6.0	-85.5
CCCCCCC(=O)N/N=C/c1ccc(Br)cc1	0.7	-3.0	-7.2	-1.6	-6.6	1.2	·	3.4	-3.0
Cc1ccc(/C=N/NC(=O)c2cc(C3CC3)nc3ccccc23)o1	-0.4	3.7	5.9	-2.5	-2.1	-0.9	-2.6	13.3	-7.5
CCCCC(=O)Nc1cc(OC)c(NC(=S)Nc2ccc(OC)cc2)cc1OC	1.0	-8.2	8.3	0.8	·	·	0.6	0.5	?
CNc1sc(C(=O)c2ccc(F)cc2)c(N)c1-c1nc2ccccc2s1	-3.3	-12.1	14.0	1.9	-0.1	0.2	-2.0	25.4	7.9
NS(=O)(=O)c1ccc(NC(=O)CSc2nnc(NC3CC3)s2)cc1	4.6	-4.6	-2.8	-0.6	·	·	-2.2	3.8	-7.5
CC(OCC(O)CN1CCN(S(=O)(=O)c2ccc(Cl)cc2)CC1)c1ccc(Cl)cc1 (stereo unspecified)	-2.3	-2.6	7.4	0.0	·	·	-0.3	10.7	2.2
COc1cccc(-c2cc3c(=O)n(-c4ccccc4)c(=S)[nH]c3s2)c1	4.0	30.6*	-7.6	1.1	1.1	0.7	0.1	38.2*	33.5
Cc1ccc(C)c(OCc2cc(C(=O)N3CCN(C4CCCCC4)CC3)no2)c1	-1.6	-0.8	-3.6	-1.1	·	·	0.5	6.5	-4.9
CC(=O)c1cnc2nc(SCc3ccccc3)nn2c1C	-0.7	10.7	13.2	-2.3	-3.6	-1.5	6.6	0.5	0.6
Cc1ccc(-c2nn(-c3ccccc3)cc2C(=O)NCCCN2CCOCC2)cc1	1.8	-3.8	2.3	-0.8	-9.2	0.4	-0.3	4.4	-7.2
CCn1c(=O)c([N+](=O)[O-])c(N2CCOCC2)c2ccccc21	1.9	-1.5	0.7	-2.2	-4.2	1.6	·	4.3	-2.8
Cc1cc2c(cc1S(=O)(=O)NCc1ccc(Cl)cc1)OCC(=O)N2	-0.6	-0.3	16.1	-4.1	8.7	-3.4	-0.7	2.4	-14.3
CC(C)CC(N)c1csc(Nc2cc(Oc3ccccc3)ncn2)n1 (stereo unspecified)	-1.0	5.6	·	-3.7	·	·	6.3	1.8	-21.8
O=[N+]([O-])c1ccc(Cl)c([N+](=O)[O-])c1	3.1	-4.7	6.0	-1.8	2.3	1.0	-0.7	14.0	-1.0
CNS(=O)(=O)c1ccc(C(=O)NCC(=O)NC(C)c2cccs2)cc1 (stereo unspecified)	1.4	-2.0	0.5	-0.7	-5.7	2.1	-1.9	4.8	-5.8
Cc1ccnc(NC(=O)CNC(=O)C23CC4CC(CC(C4)C2)C3)c1	1.5	-0.5	-4.6	-1.9	5.2	1.7	0.9	0.7	19.9
COCCN=C1Sc2nc3c(C)cccc3cc2CN1Cc1ccco1	-1.3	1.9	0.2	-6.1	-7.2	0.2	-0.1	14.5	-11.8
COCCC(=O)N1CCC(Oc2ccc(C(=O)NC3CCCCC3)cc2)CC1	1.2	5.0	-2.3	-1.9	-7.5	-1.3	-3.5	-5.6	?
CC1=C([N+](=O)[O-])C(c2ccc(Cl)cc2)NC(=O)N1C (stereo unspecified)	0.4	0.5	4.7	1.1	3.1	0.0	-1.8	19.7	-11.5
COc1ccc(CCNC(=O)CN(c2ccccc2)S(C)(=O)=O)cc1	1.1	5.6	-9.8	-3.9	4.5	0.1	·	-2.9	5.4
O=C(C1CCCCCC1)N1CC[C@@H](N2CCC(O)CC2)[C@H](O)C1	1.6	9.6	1.4	0.8	9.9	-1.2	-2.5	14.5	·
c1ccc(Oc2nc(-c3ccccn3)nc3ccccc23)cc1	-1.5	-2.0	-5.7	-0.9	-5.3	0.5	-0.9	-2.2	-4.4
Cc1ccc(S(=O)(=O)N(Cc2cc3ccccc3[nH]c2=O)c2cccc(C)c2)cc1	0.9	-10.3	0.5	0.7	1.7	-1.9	1.4	-2.6	-6.3
Cc1ccc(S(=O)(=O)N2CCN(c3ncnc4c3cnn4-c3ccccc3)CC2)cc1	2.8	-6.1	-6.5	-1.4	6.9	2.4	-1.9	-3.8	1.8
Cc1cnc(NS(=O)(=O)c2ccc(N)cc2)nc1-c1ccccc1O	2.7	-8.6	-1.3	-0.9	·	·	-1.7	22.1	-6.3
COc1ccccc1Oc1nc(C)c(C(C)=O)cc1C#N	3.9	7.7	2.6	-2.0	-0.8	-0.1	·	8.7	-13.7
O=C(c1ccco1)N1CCN(C(=O)c2cccc3c2C(=O)N(C2CCCCC2)C3)CC1	1.6	2.5	5.3	-3.9	0.4	1.0	-2.6	-3.8	-3.7
CCOc1ccc(NC(=O)C2CCN(S(=O)(=O)c3c(C)noc3C)CC2)cc1	0.1	4.5	7.1	-2.5	-1.8	2.8	2.3	-7.8	-9.9
COc1ccc2c(C(=O)NCc3ccc4c(c3)OCO4)c(-c3ccc(S(C)(=O)=O)cc3)sc2c1	8.4	-7.1	-2.7	-1.7	-12.9	-3.3	-2.2	18.3	2.3
CCN(CC)C(=O)N1CCN(c2c([N+](=O)[O-])c(=O)oc3ccccc23)CC1	-0.3	6.7	4.0	-2.4	-2.2	-2.1	-0.7	6.0	6.0
Cn1nnnc1SCC(=O)NNC(=O)c1ccc(Cl)cc1	-0.3	10.7	-1.0	-1.4	-8.7	-1.6	·	2.3	0.1

Compound profiles (already shown):
Listed for `CCN(CC)C(=O)N1CCN(c2c([N+](=O)[O-])c(=O)oc3ccccc23)CC1` → FBA Mtb inh = -0.3; PrPC surface inh = 6.7; MazEF act = 4.0; FadD28 binding = -2.4; Rv3671c inh = -2.2; Mtb UGM inh = -2.1; BioA inh = -0.7; GDH-TPI inh = 6.0; BoNT F protease = 6.0
Listed for `Cn1nnnc1SCC(=O)NNC(=O)c1ccc(Cl)cc1` → FBA Mtb inh = -0.3; PrPC surface inh = 10.7; MazEF act = -1.0; FadD28 binding = -1.4; Rv3671c inh = -8.7; Mtb UGM inh = -1.6; BioA inh = ·; GDH-TPI inh = 2.3; BoNT F protease = 0.1
